mIDH1 inhibitor = human IDH1 R132H inhibition. O75874. IDH1-R132H enzyme, NADPH consumption, diaphorase/resazurin fluorescence. Potency, µM (top dose mostly 76.6 µM), for inactives: top-dose activity change, negative = inhibition, hits mostly inhibitors. actives 0.093% (n = 390,000). AID 602179; further: potency means the concentration at half of the fitted maximal effect; on the % scale 0 is the no-effect control and ±100 the full control effect; nearly all actives have a fitted effect of over 65% in size
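IDH1-R132H (0.5 ug/mL dispensed) in pH 7.5 Tris buffer was preincubated 30 min with compound, then given a substrate mix of 0.016 mM NADPH and 2 mM alpha-KG for 80 min at room temperature; remaining NADPH was read by diaphorase/resazurin fluorescence.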
PI4K2A inh = blocks human PI4K2A kinase activity. purified PI4K2A, ADP-Glo luminescence, 1 h; hits give low values. activity change, negative = inhibition, % at 76.9 µM. actives 0.13% (n = 420,000); in the data active means activity change below about -50%; inconclusive means mostly about -30% to -49%;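 further: -100% = wells without enzyme as full effect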
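PI4K2A activity was measured by ADP-Glo luminescence: enzyme (4 ug/mL stock) and phosphatidylinositol (1.2 mM stock) in Tris pH 7.5/MgCl2/EGTA/Triton X-100 buffer were reacted with ATP (300 microM stock) for one hour at ambient temperature.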
GLS inhibitor = blocks human kidney-isoform glutaminase activity. O94925. GLS enzymatic activity, qHTS titration. Potency, µM (top dose mostly 45.5 µM), for inactives: top-dose activity change, negative = inhibition, actives largely listed as inhibitors. actives 0.21% (n = 410,000); further: potency means the concentration at half of the fitted maximal effect; on the % scale 0 is the no-effect control and ±100 the full control effect
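Read-out is an Amplex red fluorescence increase coupled through glutamate oxidase and HRP, measured before and after 30 min room-temperature incubation. hKGA is in 45 mM KH2PO4 (pH 8.2) with 0.02% Tween-20; glutamine added as 1mM solution.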
PGK inhibitor = inhibitors of T. brucei phosphoglycerate kinase. P07378. PGK/GAPDH coupled, Kinase-Glo luminescence, 60 min. Potency, µM (highest dose often 57.5 µM), inactives show at the highest dose activity change, negative = inhibition, most hits filed as inhibitors. actives 0.043% (n = 380,000). AID 602233; further: potency means the concentration at half of the fitted maximal effect; on the % scale 0 is the no-effect control and ±100 the full control effect; nearly all actives have a fitted effect of over 60% in size
Target sequence (P07378 whole entry, looked up): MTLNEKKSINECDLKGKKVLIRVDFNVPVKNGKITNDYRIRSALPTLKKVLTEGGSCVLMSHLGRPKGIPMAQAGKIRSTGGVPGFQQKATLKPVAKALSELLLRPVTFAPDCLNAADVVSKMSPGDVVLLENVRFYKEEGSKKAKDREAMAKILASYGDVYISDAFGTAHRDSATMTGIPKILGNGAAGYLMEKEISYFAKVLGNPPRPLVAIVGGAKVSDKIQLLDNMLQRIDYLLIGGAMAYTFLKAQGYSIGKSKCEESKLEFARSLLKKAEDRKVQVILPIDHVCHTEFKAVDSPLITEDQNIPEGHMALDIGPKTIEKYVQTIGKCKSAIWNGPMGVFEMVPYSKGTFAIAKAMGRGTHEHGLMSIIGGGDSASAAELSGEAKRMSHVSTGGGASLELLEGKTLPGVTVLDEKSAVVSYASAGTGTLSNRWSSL
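Luminescent ATP detection (Kinase-Glo Plus) follows a 60-minute room-temperature incubation, with wells lacking PGK as controls. Buffer: 100 mM TEA (pH 7.6), 5 mM MgCl2, 0.01% Tween-20. Coupling enzyme GAPDH (100 nM final) supplies unstable 1,3-BPG in-well.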
Pin1 inhibitor = blocks the human prolyl isomerase Pin1 | Pin1 FP peptide displacement, HiFluor488, 10 min | Q13526 | Potency, µM (titrated, usually from 115 µM), inactives show at the highest dose activity, negative = inhibition, hits mostly inhibitors | actives 0.009% (n = 390,000); active means well fitted inhibition curve with a large enough effect in the polarisation, with a control signal flat, not every such curve was filed as active; inconclusive means small, poorly fitted or top-dose-only effect, or effect the other way, or a change in a side signal; inactive means no such curve, though single readings can be large or run the other way; the % refers to the polarisation; further: potency means the concentration at half of the fitted maximal effect; on the % scale 0 is the no-effect control and ±100 the full control effect
Target sequence (Q13526 whole entry, looked up): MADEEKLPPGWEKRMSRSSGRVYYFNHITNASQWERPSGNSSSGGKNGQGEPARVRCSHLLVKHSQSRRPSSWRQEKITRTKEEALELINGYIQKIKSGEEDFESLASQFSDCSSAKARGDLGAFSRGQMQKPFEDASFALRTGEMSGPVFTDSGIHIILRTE
TrxR1 substrate = rat thioredoxin reductase 1 substrate activity; purified TrxR1 substrate turnover, NADPH consumption readout; Potency, µM (series often up to 114 µM), without a hit: top-dose activity change, negative = substrate turnover; actives 0.01% (n = 390,000); AID 588456; further: potency means the concentration at half of the fitted maximal effect; on the % scale 0 is the no-effect control and ±100 the full control effect; nearly all actives have a fitted effect of over 50% in size
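Rat TrxR1, dispensed at 90 nM, was prereduced with 400 uM NADPH (final) for 5 min at ~22 deg C, then incubated with compound 15 min before 400 uM selenite. A first-read NADPH fluorescence drop versus no-compound background flagged substrates.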
HP1b chromo inh = blocks HP1-beta chromodomain binding to methylated histone tails. AlphaScreen HP1-beta / biotin-H3K9me3 peptide binding. actives 0.56% (n = 390,000). P83916. Potency, µM (doses to about 114 µM), for the others: at the highest dose activity change, negative = inhibition, most hits filed as inhibitors; further: potency means the concentration at half of the fitted maximal effect; nearly all actives have a fitted effect of over 70% in size; inactives centre near 23
Target sequence (P83916 whole entry, looked up): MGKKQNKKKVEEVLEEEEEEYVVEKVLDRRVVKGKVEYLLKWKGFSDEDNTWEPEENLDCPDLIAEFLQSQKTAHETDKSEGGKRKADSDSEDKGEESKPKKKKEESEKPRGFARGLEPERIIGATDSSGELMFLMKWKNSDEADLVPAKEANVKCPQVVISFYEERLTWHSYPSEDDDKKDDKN
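Compound inhibition of the preformed complex between 50 nM HP1-beta and 50 nM biotinylated H3K9me3 peptide was read by AlphaScreen. Buffer was PBS pH 7.4 with 0.01% Tween-20. Incubations ran 30 min at room temperature, with 10 ug/mL donor/acceptor beads.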
rTrxR1 inhibitor = rat TrxR1 inhibition | O89049 | recombinant rTrxR1, NADPH fluorescence consumption, selenite substrate | Potency, µM (highest dose often 114 µM), for the others: at the highest dose activity change, negative = inhibition, most hits filed as inhibitors | actives 1% (n = 390,000) | AID 588453; further: potency means the concentration at half of the fitted maximal effect; on the % scale 0 is the no-effect control and ±100 the full control effect; nearly all actives have a fitted effect of over 65% in size
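Rat TrxR1 (90 nM in the dispensed reagent) was pre-reduced with 400 uM NADPH for 5 min at room temperature, then incubated with compound for 15 min. After 400 uM selenite was added, NADPH fluorescence (Ex 340/Em 450 nm) was followed for 8 min.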
USP1 inh = inhibitors of human USP1/UAF1 deubiquitinase; recombinant USP1/UAF1, Ub-Rhodamine cleavage fluorescence; Potency, µM (doses to about 57.1 µM), for inactives: at the top dose activity change, negative = inhibition, hits mostly inhibitors; actives 0.23% (n = 390,000); further: potency means the concentration at half of the fitted maximal effect; on the % scale 0 is the no-effect control and ±100 the full control effect; nearly all actives have a fitted effect of over 60% in size; inactives centre near -12
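In this screen, compounds sit with the deubiquitinase complex (1nM) for 15 min at room temperature before Ub-Rho is added at 150nM final. Fluorescence rise is then followed for 6 reads every 60 seconds.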
The depositor's hits bear a star; i = inactive; ? = inconclusive; . = no result given; [ ] = dose if it differs, or a comment. Unless noted, the call rests on the fitted dose curve; in most records, active means well fitted curve in the direction sought with a large enough effect; inconclusive means small, poorly fitted or top-dose-only effect, or another doubt; inactive means no such curve, though single readings can be large; an effect the other way counts as inactive or inconclusive. These rows are one share of the data; the hit share may differ from the screen's.

compound	mIDH1 inhibitor	rTrxR1 inhibitor	Pin1 inhibitor	TrxR1 substrate	PGK inhibitor	PI4K2A inh	HP1b chromo inh	USP1 inh	GLS inhibitor
O=C(COc1ccc([N+](=O)[O-])cc1)N1CCc2ccccc2C1	3%	10%[57.1 µM]	-3%	-4%	-9%	2	19%	-8%	14%
COc1ccc(NC(=O)Cn2c(=O)cnc3ccccc32)cc1S(=O)(=O)N1CCCCC1	2%	7%	-5%	4%	1%	0	28%	-13%	-1%
CCn1c2ccccc2c2nnc(N3CCN(c4ccc(OC)cc4)CC3)nc21	-11%	56%[activator]	-2%	33%	1%	-2	28%	-3%	-10%
CC(=O)c1ccccc1C(=O)N1CCCC(CNC(=O)c2ccc(F)cc2)C1 (centres undefined)	0%	.	.	.	-6%	-2	.	-6%	-2%
O=C(c1ccco1)N1CCN(c2ccc(F)cc2)CC1	-3%	14%	9%	4%	-4%	-4	-6%	-18%	2%
S=C(Cc1ccc(-c2ccccc2)cc1)N1CCOCC1	7%	31%	-3%	0%	-2%	-10	23%	-19%	1%
Cc1cc(C)n2nc[n+](C)c2n1	-4%	14%[57.1 µM]	-1%	13%[57.1 µM]	-1%	-1	11%	-3%	10%
Cn1nnnc1NC(=O)c1ccccc1Cl	-2%	25%	-9%	7%	-9%	-4	37%	-20%	3%
CCCCCN1C(C)=CC(=C(C#N)C#N)C=C1C	-2%	32%	2%	12%	-5%	3	41%[activator]	-21%	0%
COc1ccc(CNC(=O)C2(CC3CC(c4ccccc4)=NO3)CCN(C(=O)OC(C)(C)C)CC2)cc1 (centres undefined)	-4%	6%[57.1 µM]	?	4%[57.1 µM]	i	-2	33%	-22%	1%
NC(=O)c1ccc(N2CCCCC2)c(N2C(=O)C3C4C=CC(C4)C3C2=O)c1 (centres undefined)	6%	4%	-3%	5%	-10%	12	31%	-16%	0%
CCN(C(=O)CSc1ncc(S(=O)(=O)c2ccc(C)c(Cl)c2)c(=O)[nH]1)c1cccc(C)c1	-9%	10%[57.1 µM]	4%	-4%[57.1 µM]	-3%	-8	14%[57 µM]	-23%	5%
COCn1c(=O)c2c(nc(SC3=NCCS3)n2Cc2ccccc2C)n(COC)c1=O	11%	19%	-6%	-9%	.	-8	22%	-14%	1%
COC(=O)c1nn(-c2ccccc2)nc1-c1nn(-c2ccccc2)nc1C(=O)OC	1%	24%	1%	17%[57.1 µM]	-6%	4	36%	-14%	?
COc1cccc(N2C(=O)CC(N3CCC(C(N)=O)(N4CCCCC4)CC3)C2=O)c1 (centres undefined)	1%	-10%[57.1 µM]	0%	7%	-4%	1	30%	-5%	1%
CCc1cc(CNC(=O)c2ccc3nc(Cc4ccc(OC)c(OC)c4)oc3c2)on1	0%	-2%	-2%	-7%	2%	-3	18%	-7%	7%
OCCN1CCN(Cc2cc(Br)cc(Br)c2O)CC1	13%	3%	-15%	-7%	i	-1	82%[activator]	-13%	48%[activator]
Cc1ccc(CN(Cc2ccco2)C(=O)COc2cc(C)c(Cl)c(C)c2)cc1	6%	4%	3%	-1%	-4%	-4	61%[activator]	-16%	-3%
COC(=O)c1cc(C)nc2c1c(=O)nc(SCc1ccccc1C)n2C1CC1	16%	13%[57.1 µM]	-16%	-2%[57.1 µM]	i	2	15%[57 µM]	-24%	-6%
O=c1c2ccccc2oc2cc(-c3ccc4[nH]ccc4c3)ccc12	4%	0%[57.1 µM]	12%	-6%[57.1 µM]	i	-6	73%[activator]	-32%	-2%
CCOC(=O)c1sc(NN=C(C(=O)OC)C(=O)OC)c(C(=O)OCC)c1C	-3%	-11%	16%	-13%	-5%	-5	?	-7%	10%
CCc1ccc(-c2cc(C)no2)cc1S(=O)(=O)N1CCN(c2cccc(Cl)c2)CC1	2%	3%[57.1 µM]	20%	-1%[57.1 µM]	5%	1	34%	7%	5%
Cc1csc(NC(=O)CSc2nnc(-c3ccncc3)o2)n1	-2%	14%[57.1 µM]	7%	9%[57.1 µM]	-6%	-6	35%	-19%	3%
CC1(C(=O)O)CCC(C(=O)N2CCCCC2)C1(C)C (centres undefined)	3%	3%[57.1 µM]	-8%	-6%[57.1 µM]	0%	1	-4%	-15%	-15%
COc1cc(Cl)ccc1NC(=O)COc1ccccc1C(=O)NN	4%	16%	10%	1%	1%	-3	45%[activator]	-13%	-10%
O=[N+]([O-])c1c(Nc2ccc(O)cc2)cc(N2CCOCC2)c2nonc12	10%	2%	2%	-2%	-6%	-4	-14%	-17%	-2%
Cc1cc(C(=O)CN2C(=O)NC3(CCCc4ccccc43)C2=O)c(C)n1Cc1cccs1 (centres undefined)	7%	-2%[57.1 µM]	6%	-2%[57.1 µM]	-9%	1	-3%	-11%	-5%
O=C(CCc1nnc2n(Cc3ccccc3Cl)c(=O)c3ccccc3n12)Nc1ccc(F)cc1	-9%	18%	4%	0%	i	-3	22%	?	-10%
CN(CC(O)COCc1cccs1)C1CCCCC1 (centres undefined)	1%	5%	-11%	5%	3%	4	49%[activator]	6%	12%
CC(=O)c1ccc(Sc2ccccc2)c([N+](=O)[O-])c1	0%	19%[57.1 µM]	-3%	5%[57.1 µM]	6%	-2	?	-6%	1%
CCCCN(Cc1ccccc1)S(=O)(=O)c1cc(Br)cc2c1N(C(=O)C1CC1)CC2	22%	31%	38%[activator]	-1%	-8%	3	15%	-20%	0%
O=C(Nc1ccnc(=O)[nH]1)c1sc2ccccc2c1Cl	3%	12%	-4%	1%	i	-3	1%	-22%	4%
CCOC(=O)CN1C(=O)C(Sc2n[nH]c(-c3ccc(O)cc3)n2)CCc2ccccc21 (centres undefined)	-4%	-5%[57.1 µM]	8%	-9%[57.1 µM]	-3%	-9	15%	-13%	8%
Oc1ccc(C2C[C@H]3CC[C@@H]2C3)cc1O (some centres undefined)	2%	?	4%	11%[57.1 µM]	3%	6	79µM*	-22%	?
CCCS(=O)(=O)N1CCCC(C(=O)NCc2ccc(C)cc2)C1 (centres undefined)	0%	-3%	3%	-3%	3%	0	37%	-1%	3%
CC(=O)Nc1ccc(S(=O)(=O)NCC(=O)OCC(=O)NC(=O)c2cccn2C)cc1	8%	10%	0%	5%	i	-6	28%	-15%	0%
CCCCc1nc2cc(C(=O)NC(C)c3cnn(C)c3)ccc2o1 (centres undefined)	11%	3%	-11%	-2%	-3%	5	11%[57 µM]	-2%	-13%
COC(=O)c1cc(C(=O)N2CCOCC2)cc([N+](=O)[O-])c1	10%	14%	-5%	-1%	i	-5	27%	-23%	7%
Cc1oc2cc(O)ccc2c(=O)c1Oc1ccc(F)cc1	12%	-13%	5%	157%[activator]	2%	0	13%	-9%	0%
CCn1c(SC(C)C(=O)Nc2nnc(C)s2)nnc1-c1ccco1 (centres undefined)	9%	41%[activator][57.1 µM]	-6%	-10%[57.1 µM]	i	-3	31%[activator]	-19%	-17%
CCOC(=O)c1ccc(NC(=O)CNNC(=O)COc2ccccc2C)cc1	0%	15%	3%	-2%	-10%	4	22%	-25%	9%
CCC(=O)Nc1nnc(/C=C/c2ccccc2)s1	0%	16%	-8%	8%	-2%	-2	25%	-9%	-2%
CCOc1ccccc1NC(=O)Nc1ccc2c(c1)OCO2	-2%	7%	22%	0%	-7%	-6	35%	-25%	-5%
COC(=O)Nc1cc([N+](=O)[O-])ccc1OC	3%	12%[57.1 µM]	1%	11%[57.1 µM]	-1%	5	16%	-14%	5%
Cc1ccc(NC(=O)C(=O)c2c(-c3ccccc3)cc3ccccn23)cc1S(=O)(=O)N1CCOCC1	-3%	4%	2%	-1%	1%	-4	5%	-4%	.
CN(C(=O)c1ccc(S(=O)(=O)c2cccc(Cl)c2)c([N+](=O)[O-])c1)C1CCCCC1	4%	?	0%	-3%	i	7	-8%	-17%	-4%
O=C(COc1ccc(Cl)cc1)Nc1ncc([N+](=O)[O-])s1	11%	4%[57.1 µM]	-3%	-11%[57.1 µM]	-2%	2	26%	-16%	17%
Cc1cccc(C)c1NC(=O)CNc1ncnc2sc(C)c(C)c12	2%	-5%[57.1 µM]	-5%	-3%[57.1 µM]	-1%	-2	27%	-18%	-8%
COc1cc(O)cc(/C=C/c2ccccc2)c1	1%	18%	-6%	6%	-9%	-15	4%	-16%	-10%
O=C(c1cc(C2CC2)nn1-c1ccccc1)N1CCN(c2ccc(O)cc2)CC1	3%	9%	-4%	-4%	-5%	-1	71µM*	-1%	13%
CCCc1nnc(NC(=O)c2ccc([N+](=O)[O-])cc2)s1	2%	8%	-3%	-1%	3%	6	28%	4%	2%
COc1ccc(Nc2ccc(S(=O)(=O)N3CCCCCC3)cc2[N+](=O)[O-])cc1	2%	-7%	2%	-13%	6%	-4	25µM*	-11%	22%
O=C(c1ccco1)N1CCN(Cc2cc(=O)c(OCc3c(F)cccc3Cl)co2)CC1	-8%	-1%[57.1 µM]	4%	-3%[57.1 µM]	i	-3	42%[activator]	-19%	-4%

Assay outcomes: PubChem, National Center for Advancing Translational Sciences (NCATS)
